# BAZ2B inh: blocks human BAZ2B; 4.4% of 360,000 active; AlphaScreen BAZ2B-H3K14Ac peptide displacement; Potency, µM (doses to about 114 µM), inactives show at the top dose activity change, negative = inhibition, most hits filed as inhibitors; further: on the % scale 0 is the no-effect control and ±100 the full control effect; nearly all actives have a fitted effect of over 60% in size
#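 AlphaScreen displacement: compounds (up to 110uM) incubated 30 min at room temperature with a preformed 50 nM BAZ2B/50 nM biotinylated H3K14Ac peptide complex in PBS pH 7.4 with Tween-20. Donor and acceptor beads at 10 ug/mL final added, 20 min light-protected before reading.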
# G9a inh: inhibitors of human histone lysine methyltransferase G9a. AID 504332. G9a H3K9 monomethylation, AlphaScreen, 2 h. Potency, µM (top dose mostly 102 µM), for inactives: at the top dose activity, negative = inhibition, most hits filed as inhibitors. 8.8% of 350,000 active; further: on the % scale 0 is the no-effect control and ±100 the full control effect; nearly all actives have a fitted effect of over 75% in size
#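 G9a (20 nM) preincubated 15 min RT with compounds, then 500 nM biotinylated H3K9 peptide and 20 uM SAM added; 2 h RT reaction. Monomethyl-H3K9 product detected by AlphaScreen with anti-H3K9me1 antibody, streptavidin donor and anti-rabbit IgG acceptor beads.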
# POLH inh: blocks human DNA polymerase eta activity; Q9Y253; recombinant Pol eta, fluorescent DNA replication assay; Potency, µM (doses to about 114 µM), without a hit: at the top dose activity change, negative = inhibition, usual class: inhibitors; 1.2% of 390,000 active; further: on the % scale 0 is the no-effect control and ±100 the full control effect
#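 Pol eta (10 nM) was preincubated with compounds for 15 min at room temperature, after which fluorescent replication substrate (50 nM final) was added to start the reaction. Fluorescence was read kinetically at 0 and 10 min.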
# Pol beta inh: blocks human DNA polymerase beta activity | Pol beta primer extension/strand displacement, fluorescence kinetic | Potency, µM (highest dose often 114 µM), inactives show top-dose activity change, negative = inhibition, most hits filed as inhibitors | 1.3% of 340,000 active | AID 485314; further: on the % scale 0 is the no-effect control and ±100 the full control effect
#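 Curves were derived by four-parameter Hill fits of normalized qHTS data. The kinetic fluorescent primer-extension read was taken at 0 and 10 min after 50 nM substrate, following a 15 min room-temperature preincubation of 10 nM enzyme with compounds.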
# APEX1 inh: blocks human APE1 abasic DNA cleavage; Potency, µM (titrated, usually from 65.8 µM), for the others: top-dose activity change, negative = inhibition, actives largely listed as inhibitors; P27695; AID 2517; recombinant APE1, TAMRA/BHQ-2 abasic DNA cleavage fluorescence; 0.35% of 350,000 active;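 further: plate controls were vehicle for no effect and reference inhibitor for full effect; nearly all actives have a fitted effect of over 55% in size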
#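 Incision of a quenched TAMRA/BHQ-2 THF abasic-site duplex (50 nM) by 0.75 nM APE1, after 15 min compound preincubation, measured as fluorescence increase over three 60 s reads. Values normalized to buffer, DMSO and NSC13755 control wells.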
# POLI inh: DNA polymerase iota (human) inhibition; Potency, µM (series often up to 115 µM), for the others: top-dose activity, negative = inhibition, most hits filed as inhibitors; Pol iota fluorescent replication assay, 10 min; 1% of 390,000 active
#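 Pol iota at 10 nM preincubated 15 min with compounds at room temperature; reaction started with fluorescent substrate, 50 nM final. Fluorescence read kinetically at 0 and 10 min; buffer-only wells as negative control.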
# BLM helicase inh: Bloom syndrome helicase (human) inhibition; recombinant BLM DNA unwinding, fluorescence dequenching; P54132; Potency, µM (highest dose often 56.1 µM), inactives show at the top dose activity change, negative = inhibition, most hits filed as inhibitors; 0.2% of 350,000 active;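 further: plate controls were vehicle for no effect and no enzyme for full effect; nearly all actives have a fitted effect of over 35% in size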
# Pol kappa inh: inhibitors of human DNA polymerase kappa | Potency, µM (top dose mostly 107 µM), without a hit: at the highest dose activity, negative = inhibition, actives largely listed as inhibitors | 0.53% of 400,000 active | purified Pol kappa, fluorescent DNA synthesis assay, 10 min | Q9UBT6; further: on the % scale 0 is the no-effect control and ±100 the full control effect
#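 Here, compound and 10 nM enzyme are combined for 15 min at room temperature; adding 50 nM substrate (final) starts DNA synthesis, tracked by fluorescence at 0 and 10 min against buffer-only wells.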
# JMJD2A Tudor: JMJD2A Tudor domain (human) inhibition. AlphaScreen JMJD2A-Tudor / H3K4me3 peptide binding. Potency, µM (doses to about 114 µM), without a hit: top-dose activity change, negative = inhibition, hits mostly inhibitors. 4.4% of 390,000 active; further: on the % scale 0 is the no-effect control and ±100 the full control effect; nearly all actives have a fitted effect of over 50% in size
# The depositor's hits bear a star; ? = inconclusive; / = not tested or not shown; & = joins results of further samples; [ ] = another dose, or the depositor's remark. The call rests on the fitted dose curve; in most records, active means well fitted curve in the direction sought with a large enough effect; inconclusive means small, poorly fitted or top-dose-only effect, or another doubt; inactive means no such curve, though single readings can be large; an effect the other way counts as inactive or inconclusive. Potency means the concentration at half of the fitted maximal effect.
SMILES	Pol kappa inh	JMJD2A Tudor	BLM helicase inh	BAZ2B inh	POLH inh	POLI inh	G9a inh	Pol beta inh	APEX1 inh
COc1cc(NS(C)(=O)=O)cc(OC)c1OC	-6%	-6%	0%	-3%	-4%	-11%	-3%	39%	0%
COc1cccc(OCc2cc(/C=N/n3cncn3)ccc2OC)c1	-13%	-22%	2%	-8%	-2%	20%	-3%	16%	-2%
CCN1CCN(CCCNC(=O)CN2C(=O)c3cccnc3Oc3ccc(Cl)cc32)CC1	-25%	-2%	-3%	-19%	15%	31%[activator]	?	12%	87%[activator]
C=CCN1C(=O)CSc2ccc(C(=O)NC(C)c3ccccc3)cc21 (configuration not stated)	-1%	-13%	-1%	-4%[57.1 µM]	-12%	27%	13%	7%	3%
COC(=O)c1ccc(NC(=O)C(C)N2C(=O)c3ccccc3C2=O)cc1 (configuration not stated)	-1%	-6%	-7%	6%	-6%	-12%	-1%[12.7 µM]	-1%	-10%
C/C(=N\NC(=O)CCc1c(C)n[nH]c1C)c1ccc([N+](=O)[O-])cc1	-10%	-9%	-2%	-1%	-3%	-4%	/	7%	-1%
CC(=O)Oc1ccc(C(=O)c2ccccc2)c(OC(C)=O)c1	-19%	-5%	-10%	1%	-11%	?	-4%	18%	1%
CC(C)Oc1ccc2nnnn2n1	3%	-9%	-2%	1%	-6%	21%	-5%	32%	1%
CCn1cnc2c1c(=O)n(CC(=O)N1CCc3ccccc31)c(=O)n2Cc1ccccc1	-7%	-16%	-4%	4%	-5%	22%	10%[59 µM]	4%	9%
CCCCN1CC(=O)N2[C@H]3c4cc(Cl)ccc4OC[C@@H]3[C@H](C(=O)OCC)[C@]2(C)C1=O	-9%	-13%	/	5%	-11%	4%	7%[0.501 µM]	/	?
C=CCNC(=O)/C(C#N)=C/c1c(N(Cc2ccccc2)Cc2ccccc2)nc2ccccn2c1=O	-8%	?	-10%	-7%	-9%	19%	?	-13%	9%
CCOC(=O)c1cccc(NS(=O)(=O)c2cn(C)c(C)n2)c1	-7%[60.1 µM]	-8%	0%	-1%	-4%	28%	8%[59 µM]	3%	/
Cc1ccc(S(=O)(=O)N2CCCOC2CNC(=O)C(=O)NCc2ccccc2C)cc1 (configuration not stated)	-8%	-9%	-5%	-4%	-16%	-6%	40%	5%	28%
O=C1CCCc2c1nc(-c1ccco1)n2O	-14%	?	-2%	-34%	1%	-2%	-40%	9%	?
Cc1cc(C)n2nc(NCc3ccccc3Cl)nc2n1	4%	-19%	-3%	-14%	6%	-6%	-11%[59 µM]	10%	/
CSCC(O)Cn1ncc2ccccc2c1=O (configuration not stated)	-2%	-3%	-2%	-2%	-5%	20%	/	-17%	-2%
Cc1ccc(S(=O)(=O)NNC(=O)c2sc(=S)n(C)c2C)cc1	0%	3.5µM*	-3%	-33%	-15%	9%	?	5%	0%
NS(=O)(=O)c1ccc(NC(=O)/C=C/c2cn(-c3ccccc3)nc2-c2cccc(Cl)c2)cc1	-4%	-8%	3%	?	-13%	59%[activator]	16%[59 µM]	2%	8%
Cc1ccc(C(=O)COC(=O)CNC(=O)C(c2ccccc2)c2ccccc2)cc1[N+](=O)[O-]	-6%	-14%	0%	-1%	9%	26%	/	31%	10%
O=C(O)CCSc1nnc(-c2ccc(Cl)cc2Cl)o1	-7%	-12%	-2%	-13%	-23%	11%	-30%[59 µM]	4%	/
c1ccc(Oc2ncnc3oc(-c4ccccc4)cc23)cc1	-4%	-9%	-1%	7%	-17%	9%	2%	11%	-4%
Cc1cccc(OCCCCNCc2ccccc2)c1	-9%	-11%[11.4 µM]	-1%	50µM*	-4%	112%[activator]	13µM*	-13%	-9%
O=C(Nc1cccc(NC(=O)c2ccc(Br)o2)c1)c1ccccc1	6%&0%	-6%&-29%	-15%&-6%	-10%&-33%	-17%&-21%	23%&14%	-4%	-1%&-10%	-13%
COc1ccc(NC(=O)N(C)C[C@H]2Oc3ccc(NC(=O)Nc4ccc5c(c4)OCO5)cc3C(=O)N([C@H](C)CO)C[C@@H]2C)cc1	-20%	?	/	/	-14%	13%	/	/	/
Cc1cccc(N=Cc2c(O)cc(C)oc2=O)c1	-4%	-7%	-1%	12%	6%	14%	?	2%	-9%
O=C(O)c1cccc(-c2noc(-c3cccc(Cl)c3)n2)c1	2%	-15%&-6%	/	13%&29%	-15%	-4%	3%[12.7 µM]	/	17%&16%
O=C(CSc1nnc(-c2ccncc2)o1)Nc1cccc(F)c1	-3%	0%	/	7%	-23%	32%[activator]	-4%[0.501 µM]	/	-6%
CCCCC[C@]12Cc3ccccc3C(O1)c1c(cc(C)oc1=O)O2	/	/	1%[12.4 µM]	3%[22.9 µM]	/	/	/	0%[22.9 µM]	10%[12.4 µM]
Cc1cccn2cc(CCNC(=O)c3ccco3)nc12	13%	-7%	0%	9%	-7%	33%[activator]	7%[59 µM]	4%	-2%
CC(C)(C)c1ccc(Oc2ccc(NC(=O)CCCC(=O)O)cn2)cc1	3%	-3%	1%	-13%	-15%	38%[activator]	16%	1%	4%
CC[C@]1(c2cccc(C)c2)C(=O)N(C(=O)OC)N1C(=O)OC	7%	-1%	0%	-37%	-9%	13%	40µM*	20%	38%
Cc1ccccc1S(=O)(=O)N(CC(O)CN1C(=O)NC(C)(C)C1=O)c1ccccc1 (configuration not stated)	1%	-7%	4%	2%	-18%	22%	4%[12.7 µM]	-4%	-13%
CCN1CCN(CC(=O)Nc2sc3c(c2C#N)CCC(C)C3)CC1 (configuration not stated)	10%	-21%	2%	-5%	-10%	-5%	6%[59 µM]	28%	-2%
N#Cc1cccc(S(=O)(=O)NCC(=O)NCCCc2ccccc2)c1	-2%	-18%	-1%	1%	-9%	15%	7%	-3%	26%
COC(=O)c1ccccc1NC(=O)Cn1c(=O)n(Cc2ccccc2)c(=O)c2c(C)c(C)sc21	-2%	-2%	-3%	-16%	-22%	111%[activator]	11%[59 µM]	5%	6%
COc1cc2[nH]c3c(=O)n(N)c(=O)[nH]c3c2cc1OC	-5%	-14%	-6%	3%	-20%	49%[activator]	-5%	21%	-14%

# Shown with values under each structure: 4 of the compounds above
# Value order – Pol kappa inh | JMJD2A Tudor | BLM helicase inh | BAZ2B inh | POLH inh | POLI inh | G9a inh | Pol beta inh | APEX1 inh
> Cc1ccc(S(=O)(=O)N2CCCOC2CNC(=O)C(=O)NCc2ccccc2C)cc1 (configuration not stated)
→ -8% | -9% | -5% | -4% | -16% | -6% | 40% | 5% | 28%
> Cc1ccccc1S(=O)(=O)N(CC(O)CN1C(=O)NC(C)(C)C1=O)c1ccccc1 (configuration not stated)
→ 1% | -7% | 4% | 2% | -18% | 22% | 4%[12.7 µM] | -4% | -13%
> C=CCN1C(=O)CSc2ccc(C(=O)NC(C)c3ccccc3)cc21 (configuration not stated)
→ -1% | -13% | -1% | -4%[57.1 µM] | -12% | 27% | 13% | 7% | 3%
> CCOC(=O)c1cccc(NS(=O)(=O)c2cn(C)c(C)n2)c1
→ -7%[60.1 µM] | -8% | 0% | -1% | -4% | 28% | 8%[59 µM] | 3% | /

# Molecules from the list above that contain a cyano group (3):
SMILES	Pol kappa inh	JMJD2A Tudor	BLM helicase inh	BAZ2B inh	POLH inh	POLI inh	G9a inh	Pol beta inh	APEX1 inh
C=CCNC(=O)/C(C#N)=C/c1c(N(Cc2ccccc2)Cc2ccccc2)nc2ccccn2c1=O	-8%	?	-10%	-7%	-9%	19%	?	-13%	9%
CCN1CCN(CC(=O)Nc2sc3c(c2C#N)CCC(C)C3)CC1 (configuration not stated)	10%	-21%	2%	-5%	-10%	-5%	6%[59 µM]	28%	-2%
N#Cc1cccc(S(=O)(=O)NCC(=O)NCCCc2ccccc2)c1	-2%	-18%	-1%	1%	-9%	15%	7%	-3%	26%

# (next part)
SMILES	Pol kappa inh	JMJD2A Tudor	BLM helicase inh	BAZ2B inh	POLH inh	POLI inh	G9a inh	Pol beta inh	APEX1 inh
COc1ccccc1NC(=O)COC(=O)c1[nH]c(=O)[nH]c(=O)c1N	2%	-15%	/	/	-12%	20%	/	/	-3%
Cc1c(C(=O)N2c3ccccc3Sc3ccccc32)cccc1[N+](=O)[O-]	7%	?	-8%	-15%	-19%	67%[activator]	-22%[59 µM]	-28%	1%
Nc1ccc(Oc2ccc(F)cc2)nc1	-16%	-16%	-2%	-25%	-16%	9%	-38%	26%	-2%
COC(=O)c1ccc(C2CC(=O)Nc3c2c(C)nn3-c2nc(C)cc(C)n2)cc1 (configuration not stated)	-1%	-12%	0%	-12%	-9%	26%	-1%[59 µM]	?	/
CCCCN1C(=O)C(=O)c2cc(Cl)ccc21	-7%	?	/	/	-22%	?	/	/	-20%
CC1SCC(=NOCc2c(Cl)cccc2Cl)CS1 (configuration not stated)	-1%	3%	-2%	-8%	-12%	-11%	9%	4%	1%
COc1ccc(CCNC(=O)CSc2nccc(=O)[nH]2)cc1OC	-11%	-3%	0%	-14%	1%	39%[activator]	6%[12.7 µM]	-15%	3%
CCN(CC)CCCNC(=O)c1ccc(Cn2c(=O)[nH]c3cc(OC)c(OC)cc3c2=O)cc1	1%	-12%	2%	-9%	1%	-14%	?	29%	/
Cc1ccc(-n2nc(CO)c(C(=O)NCc3cccs3)n2)cc1	-24%	-26%	-3%	-1%	-1%	-1%	4%[59 µM]	3%	/
N=C1/C(=C\c2ccc(-c3cccc(C(=O)O)c3)o2)C(=O)N=C2SC=C(c3ccccc3)N12	40µM*	-21%[11.4 µM]	-24%	22µM*	8.9µM*	20µM*	11µM*	20µM*	40µM*
Fc1ccccc1N1CC(c2ccccc2)C(c2cccs2)=N1 (configuration not stated)	0%	233%[activator]	-5%	262%[activator]	-8%	-8%	/	21%	-1%

# Screening data deposited in PubChem BioAssay by National Center for Advancing Translational Sciences (NCATS).

# These rows are one share of the data; the hit share may differ from the screen's.
